FN deposition inh – inhibitors of fibronectin matrix deposition, primary screen, AH1F cells, Alexa488-fibronectin fluorescence, plate reader; AH1F fibroblasts, overnight; inhibition, % at 12.6 µM; 350,000 tested, 0.086% active;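 active = mean inhibition across replicates of 30% or more, regardless of how many single replicates reach that level; inconclusive = mean under 30% yet at least half of replicates reach 30%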;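 note: positive control wells lacked labelled fibronectin entirely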
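Material: AH1F fibroblast monolayer depositing Alexa488-labelled fibronectin into matrix | Input: 10000 AH1F cells/well | Medium: DMEM plus 2% serum, read in PBS | Reagent: Alexa488-fibronectin, 24 nM final in well | Compound dosing: One dose per compound, pinned | Schedule: 1 h adhesion, overnight exposure | Measured by: Fluorescence at 485 nm excitation, 525 nm emission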
F508del corr – F508del CFTR correction, initial screen, CFBE line, single point. CFBE cells, YFP halide quenching; stimulated with forskolin plus potentiator P3; % fluorescence drop versus neutral controls. activity (quench increase), % at 7.58 µM. 350,000 tested, 0.36% active. AID 720511, 2013;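 active = mean added fluorescence quench of at least 8% versus neutral control, with both replicates also reaching 8%; inconclusive = only one of the mean or replicate conditions met; inactive = mean below 8% and not both replicates reaching 8%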;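 note: cells transiently co-express mutant CFTR-F508del with the halide-sensitive YFP; corrector assay measuring rescue of mutant channel to the surface after 24 h compound exposure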
PAX8 reporter – inhibitors of PAX8-driven TPO luciferase reporter, primary screen, RMG-I cells, single concentration | 360,000 tested, 1.2% active | inhibition, % at 12.6 µM | SteadyGlo, 24 h;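 active = mean replicate inhibition at least 60% with every replicate also reaching 60%; inconclusive = only one of the two criteria is met; inactive = mean below 60% and not all replicates reaching 60%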;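 note: luciferase light reporting Pax8 driven TPO promoter activity; plate controls were median of neutral control wells for no effect and mitoxantrone controls for full effect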
EWS-Fli inh – EWS/Fli-driven NR0B1 reporter inhibitors, primary screen, A673 cells, NR0B1 luciferase, luminescence, MLPCN library; inhibition, % at 12.6 µM; 350,000 tested, 0.67% active; viability-normalised;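 active = mean inhibition of at least 50% after viability correction, with every replicate also passing that limit; inconclusive = mean reaches 50% but only one of two replicates passes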;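 note: firefly luciferase signal divided by Alamar Blue viability fluorescence both relative to DMSO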
GSIS activator – GLuc luminescence reporter in INS-1E cells, primary screen for activators of glucose-dependent secretion of insulin. activation, % at 16.6 µM. 370,000 tested, 0.61% active. INS-1E GLuc reporter insulin secretion, 2-3 h;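 active = lowest replicate activation of at least 40%, so every replicate reaches that level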;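 note: 0% = median of neutral control wells and 100% = median of IBMX positive control wells; some compounds called inactive have numbers as strong as hits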
miR-122 sensor – miR-122 Renilla sensor signal increase in Huh7, primary screen, miR-122 inhibitor project, cell-based, single point, plate reader. Huh7 miR-122 Renilla luciferase sensor, 48 h; neutral wells = 0, positive control = 100. activation (reporter increase), % at 12.5 µM. 340,000 tested, 0.3% active;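 active = mean replicate activation score at least 90 and every replicate individually at or above 90; inconclusive = only one of the two criteria met; inactive = neither criterion met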;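 note: higher luciferase means less miR-122 activity so hits act as miR-122 inhibitors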
DENV2 CPE – inhibitors of DENV2 cytopathic effect, primary screen, cell-based, plate reader, single concentration | CPE inhibition, % at 9.99 µM | DENV2-infected cells, cytopathic effect rescue | 350,000 tested, 1.7% active; in the data active = CPE inhibition above about 20%, passing the limit was not always enough; inconclusive = no clear call, values can overlap the other calls; tested in BHK-21 cells;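 note: 0% = median of neutral control wells and 100% = median of positive control wells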
Starred values were filed as active, the others as inactive; u = inconclusive; x = no result given; [ ] = dose if it differs, or a comment.

SMILES | FN deposition inh | F508del corr | PAX8 reporter | EWS-Fli inh | GSIS activator | miR-122 sensor | DENV2 CPE
COc1c(C)cccc1C(=O)Nc1ccc(N2CCN(C(=O)c3ccccc3C)CC2)cc1 | x | -2.0 | 18 | x | -13 | -1 | 8
CCCC(=O)Nc1ccc2c(c1)C(=O)N(C)C[C@H](OC)[C@H](C)CN(S(=O)(=O)c1cn(C)cn1)[C@@H](C)CO2 | 1 | 1.8 | -14 | -3 | 7 | x | -5
Cc1cccc(-c2ccc([C@H]3[C@H]4CN(C(=O)c5ccncc5)CCCCN4[C@H]3CO)cc2)c1 | x | 0.2 | 20 | -4 | -11 | -5[16.7 µM] | 22*
CCN(CC)S(=O)(=O)c1ccc(OC)c(NC(=S)Nc2ccc(C)c(C)c2)c1 | 1 | -1.8 | 24 | -21 | 1 | x | -5
CCCCOc1c(Cl)cc(C(=O)N(C)CC(=O)Nc2ccc(N3CCOCC3)cc2)cc1OCC | -7 | 3.7 | 9 | -6 | -1 | -7 | -1
CN1c2ccc(-c3cccc(F)c3)cc2[C@@H]2[C@@H](CCN2C(=O)c2ccccc2F)[C@H]1CO | 8 | 4.9 | 12 | 12 | 18 | 6[16.7 µM] | -18
CCOC(=O)CNC(=O)Cn1cnc2c(oc3ccccc32)c1=O | 1 | 3.8 | -1 | x | -13 | -6 | -4
COCC#Cc1cnc2c(c1)C(=O)N([C@@H](C)CO)C[C@H](C)[C@H](CN(C)C(=O)Cc1ccccc1)O2 | x | 0.5 | -7 | 1 | 6 | 2[16.7 µM] | -7
CCS(=O)(=O)Nc1ccc(Cc2ccncc2)cc1 | -1 | x | 4 | x | x | -18 | x
CC(C)(C)OC(=O)NCCCCCc1nnc(SCc2ccc(F)cc2)o1 | -1 | 1.6 | 15 | 7 | x | 6 | -11
COc1ccc(S(=O)(=O)N(C)C[C@@H]2OCc3ccccc3-c3c(n(C)c4ccccc34)C(=O)N([C@@H](C)CO)C[C@@H]2C)cc1 | -2 | -0.1 | x | 4 | -8 | x | 4
CCC(C)NCCOCCOc1ccc(C)cc1Br (centres undefined) | -3 | x | x | x | 25 | 10 | x
c1ccc(-c2cn3nc(-c4ccccc4)cnc3n2)cc1 | 2 | x | -252 | x | 2 | x | x
CCC(=O)N(C)C[C@H]1Oc2cc(C#Cc3ccccn3)ccc2S(=O)(=O)N([C@H](C)CO)C[C@@H]1C | -5 | 0.6 | x | -3 | 11 | -7[16.7 µM] | 5
COc1cc(O)c(C(=O)CC(=O)c2ccncc2)c(OC)c1 | -13 | -0.2 | 56 | -8 | 0 | x | 2
COc1ccc(-c2oc3c(c2C(=O)OCCO)C(OCCCO)CCC3)cc1 (centres undefined) | x | -1.2 | 9 | -2 | 4 | x | -17
COc1ccc(CN(C)C[C@H]2Oc3ccc(NS(=O)(=O)c4ccccc4)cc3C(=O)N([C@H](C)CO)C[C@@H]2C)cc1 | x | 0.2 | 9 | 6 | 1 | 0[16.7 µM] | -10
CCC(=O)N1[C@@H]2c3ccc(C4=CCCC4)c(=O)n3C[C@H]1[C@H](CO)[C@H]2C(=O)N[C@H](C)c1ccccc1 | x | 0.7 | -15 | -1 | -5 | 3[16.7 µM] | u
COc1ccc(OC)c(NC(=O)c2[nH]c(C)c(C(C)=O)c2C)c1 | 1 | x | -29 | x | x | 29 | x
Cc1ccc2c(c1)nnn2C1CCN(C(=O)Nc2ccccc2C)CC1 | 12 | 2.7 | 4 | 3 | -4 | -5 | 6
Cc1ccc(S(=O)(=O)Nc2cccc3c2O[C@H](CN(C)C(=O)Nc2ccc(C(F)(F)F)cc2)[C@H](C)CN([C@H](C)CO)C3=O)cc1 | 3 | 2.1 | 18 | 5 | -16 | -1[16.7 µM] | -5
Clc1ccsc1-c1ccc2ccccc2n1 | -4 | x | -218 | x | x | -9 | x
COCC(C)N1CCC(n2nccc2NC(=O)c2ccc3c(c2)OCO3)CC1 (centres undefined) | x | -1.7 | 16 | -1 | -4 | -4 | 0
CC(C)C[C@H](NC(=O)c1cccs1)C(=O)N1CCC[C@H]1C(=O)NCc1ccccc1 | 2 | -2.4 | -4 | -6 | x | x | -1
Cc1cccc(NC(=O)COC(=O)c2n[nH]c3ccccc23)c1C | -11 | -3.7 | 0 | 0 | 4 | 6 | -7
CCOC(=O)c1ccc2c(c1)N(Cc1ccccc1C)C(=O)c1ccccc1S2=O (centres undefined) | 3 | x | x | x | -37 | -9 | x
Cc1onc(-c2ccccc2)c1C(=O)NC(C)C | -1 | 1.6 | -10 | -6 | 16 | 3 | 16
COc1ccc(C2C(=O)c3ccccc3C2=Nc2ccc(Br)cc2)cc1 (centres undefined) | 3 | -0.9 | -4 | 1 | 9 | -3 | 2
Cc1ccc2[nH]cc(CCNC(=O)C3CCCCC3)c2c1 | -7 | 0.2 | 17 | 26 | -8 | -3 | 3
C[C@H](CO)N1C[C@H](C)[C@H](CN(C)C(=O)c2ccccn2)Oc2cc(C#CC3CC3)ccc2S1(=O)=O | -19 | -1.6 | x | 5 | -15 | 2[16.7 µM] | -1
CC(=O)CC1c2cc(F)ccc2C=C(c2ccsc2)N1c1ccc(-c2cccnc2)cc1 (centres undefined) | 3 | -2.8 | 20 | 4 | 6 | x | u
Cc1ccc(NC(=O)c2cc(-c3cc(F)ccc3OCC3CCCO3)n[nH]2)cc1NS(C)(=O)=O (centres undefined) | -1 | -0.5 | 26 | 3 | 12 | -5 | 1
CC(C)CC#Cc1ccc2c(c1)O[C@H](CN(C)C(=O)c1cccnc1)[C@H](C)CN([C@H](C)CO)S2(=O)=O | x | 2.9 | x | 3 | x | -12[16.7 µM] | -5
CC1CCN(C(=O)C2CCN(S(=O)(=O)c3cccs3)CC2)CC1 | 2 | -1.5 | -221 | -40 | 0 | 0 | -1
C[C@@H]1CN([C@H](C)CO)C(=O)c2cccc(NC(=O)C3CC3)c2O[C@@H]1CN(C)C(=O)Nc1ccccc1 | x | -3.3 | 3 | -7 | 14 | 2[16.7 µM] | 8
COc1ccc(CN(C)C[C@@H]2OCCCC[C@@H](C)Oc3ccc(NC(=O)Nc4ccc(OC)cc4)cc3C(=O)N([C@@H](C)CO)C[C@@H]2C)cc1 | 3 | -0.1 | -12 | -16 | -38 | 2[16.7 µM] | 20
COc1ncnc2c1ncn2CCCN1CCN(Cc2ccc(C)cc2)CC1 | 13 | 3.1 | 3 | -1 | -2 | 0 | 7
O=C(CSc1nnc(Cc2ccccc2)o1)Nc1cccc(F)c1 | x | -0.7 | -9 | x | -15 | x | -3
Cc1cccc(N2CC(C(=O)Nc3ccccc3N3CCOCC3)CC2=O)c1C (centres undefined) | -1 | -1.0 | -5 | -5 | 14 | -4 | 4
CC(C)(C)n1nnnc1C(c1ccc(F)cc1)N(Cc1ccc(F)cc1)Cc1ccco1 (centres undefined) | -7 | x | 33 | x | x | 3 | x
C[C@@H]1CCCCO[C@H](CN(C)Cc2ccc(C(F)(F)F)cc2)[C@@H](C)CN([C@@H](C)CO)C(=O)c2cc(NS(=O)(=O)c3ccc(F)cc3)ccc2O1 | -12 | 2.6 | 103* | 31 | -14 | -7[16.7 µM] | -4
CN(C)CC(=O)Nc1ccc2c(c1)[C@H]1C[C@H](CC(=O)N3CCN(C)CC3)O[C@@H](CO)[C@H]1O2 | -1 | -0.4 | -3 | 2 | 1 | -1[16.7 µM] | 0
COc1ccc(NC(=O)Nc2ccc3c(c2)C(=O)N([C@@H](C)CO)C[C@H](C)[C@H](CN(C)S(=O)(=O)c2ccccc2)OCCCC[C@@H](C)O3)cc1 | -5 | 1.5 | -1 | -2 | 1 | -6[16.7 µM] | 1
C[C@H](CO)N1C[C@H](C)[C@@H](CN(C)S(=O)(=O)c2cn(C)cn2)Oc2ccc(NC(=O)CCCCCC(=O)Nc3ccccc3N)cc2C1=O | x | 0.1 | x | -13 | 3 | -13[16.7 µM] | -2
CNc1nc(NC)nc(-n2c(C(F)(F)F)nc3ccccc32)n1 | 6 | x | -7 | x | x | 22 | x
Cc1cc(C)n2nc(C(=O)OCC(=O)c3cc(C)n(CC4CCCO4)c3C)nc2n1 (centres undefined) | -11 | -2.3 | -12 | -4 | 3 | x | 13
CCN(CC)CCN(C(=O)C1=COCCO1)c1nc2ccc(C)cc2s1 | 3 | 0.7 | -19 | x | 12 | -4 | 3
COc1cc(/C=C/c2cccc[n+]2C)ccc1OCC(=O)Nc1cccc(Cl)c1 | -11 | 1.1 | 35 | 10 | 16 | -6 | 25*
O=[N+]([O-])c1nn(-c2ccc3c(c2)OCCO3)n(O)c1=Nc1ccc(Cl)cc1 | x | 5.1 | x | 16 | 3 | -3 | -4
CCCN(C)C[C@@H]1OCCCC[C@@H](C)Oc2ccc(NC(=O)CCCCCC(=O)Nc3ccccc3N)cc2C(=O)N([C@H](C)CO)C[C@@H]1C | x | -0.7 | 1 | x | 5 | x | 19
Cc1ccc(Nc2nc(Cl)nc3ncn(C)c23)c(C)c1 | 4 | 3.1 | -24 | -10 | 19 | -7 | u
Cc1ccc(C)c(NC(=O)COC(=O)c2nc(Cl)ccc2Cl)c1 | 7 | 1.9 | 8 | 7 | 26 | x | -1
Cc1ccc(S(=O)(=O)NCC(=O)OCc2ccccc2)cc1 | -4 | -0.6 | -7 | 6 | -31 | 5 | -1
COc1ccc(NC(=O)Nc2ccccc2)cc1S(=O)(=O)N1CCCCC1 | -6 | -1.8 | 5 | 5 | 1 | x | -4
N#C/C(=C(/O)COC(=O)CCCNC(=O)c1ccc(Cl)cc1)c1nc2ccccc2[nH]1 | -5 | x | -31 | x | x | 7 | x
COc1ccc(C(=O)COC(=O)CCc2ccccc2)cc1 | -9 | 2.7 | -11 | -6 | 15 | -6 | -1
O=C(O)C1(Nc2ccc([N+](=O)[O-])cc2[N+](=O)[O-])CCCC1 | 4 | -3.7 | 3 | 1 | -27 | x | -6
Cc1ccc(Cl)cc1N1CCN(S(=O)(=O)c2ccc3c(c2)OCCO3)CC1 | 7 | x | -1 | x | x | -6 | x
CC(C)NC(=O)N1CCCN(c2nc3ccc(Cl)cc3s2)CC1 | 1 | -1.9 | -6 | -4 | -25 | -3 | -7
CC(C)N1C(=S)N(Cc2ccco2)C(=O)C1CC(=O)Nc1ccccc1 (centres undefined) | x | 0.3 | 1 | 6 | -14 | x | -2
O=C(Cc1noc2ccccc12)NNC(=S)Nc1ccc(Cl)cc1 | x | -0.5 | 9 | 11 | -13 | 0 | -2
O=C1CN(S(=O)(=O)Cc2ccccc2)C[C@@H]2[C@H](c3ccc(C#Cc4ccccc4)cc3)[C@@H](CO)N12 | 17 | 3.1 | x | 14 | -9 | x | 3

Structures from the list above with a nitro group on carbon:
SMILES | FN deposition inh | F508del corr | PAX8 reporter | EWS-Fli inh | GSIS activator | miR-122 sensor | DENV2 CPE
O=[N+]([O-])c1nn(-c2ccc3c(c2)OCCO3)n(O)c1=Nc1ccc(Cl)cc1 | x | 5.1 | x | 16 | 3 | -3 | -4
O=C(O)C1(Nc2ccc([N+](=O)[O-])cc2[N+](=O)[O-])CCCC1 | 4 | -3.7 | 3 | 1 | -27 | x | -6

3 compounds from above, arranged by formula weight, falling:
SMILES | FN deposition inh | F508del corr | PAX8 reporter | EWS-Fli inh | GSIS activator | miR-122 sensor | DENV2 CPE
C[C@H](CO)N1C[C@H](C)[C@@H](CN(C)S(=O)(=O)c2cn(C)cn2)Oc2ccc(NC(=O)CCCCCC(=O)Nc3ccccc3N)cc2C1=O | x | 0.1 | x | -13 | 3 | -13[16.7 µM] | -2
Cc1ccc(Cl)cc1N1CCN(S(=O)(=O)c2ccc3c(c2)OCCO3)CC1 | 7 | x | -1 | x | x | -6 | x
Cc1ccc(S(=O)(=O)NCC(=O)OCc2ccccc2)cc1 | -4 | -0.6 | -7 | 6 | -31 | 5 | -1
